# Source: PubChem
# GPR151 ag: activators of human GPR151, primary screen, cell-based, PathHunter beta-arrestin, luminescence; PathHunter beta-arrestin GPR151 cells; activation, % at 11.2 µM; 650,000 compounds, 1% hits; AID 1508602, 2020; in the data active = activation above about 4.9%;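 also: 0% = median of compound wells and 100% = cells with positive control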
# Target sequence (Q8TDV0 whole entry, looked up): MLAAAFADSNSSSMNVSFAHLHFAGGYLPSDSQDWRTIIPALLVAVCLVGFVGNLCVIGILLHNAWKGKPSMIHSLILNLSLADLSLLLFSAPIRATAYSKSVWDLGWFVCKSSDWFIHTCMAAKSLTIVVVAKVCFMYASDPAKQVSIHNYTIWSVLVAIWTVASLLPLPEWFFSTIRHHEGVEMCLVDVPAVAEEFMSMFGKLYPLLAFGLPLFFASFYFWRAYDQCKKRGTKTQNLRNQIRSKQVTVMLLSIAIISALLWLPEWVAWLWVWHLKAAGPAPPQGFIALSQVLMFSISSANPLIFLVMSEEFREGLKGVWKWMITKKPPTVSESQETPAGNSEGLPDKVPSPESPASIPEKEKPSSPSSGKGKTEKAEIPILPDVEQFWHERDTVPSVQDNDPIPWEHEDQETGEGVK
# MITF inh: MITF inhibitors, primary screen, biochemical, AlphaScreen, human; Microphthalmia-associated transcription factor (Homo sapiens), O75030; AlphaScreen MITF homodimerization, bead proximity signal; inhibition, % at 2.6 µM; 650,000 compounds, 0.91% hits; AID 1259374, 2018; in the data active = inhibition above about 50%;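 also: 0% = vehicle wells with protein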
# FBW7 activator: FBW7 E3 ligase activators, primary screen, biochemical, AlphaScreen, human; 650,000 compounds, 0.13% hits; AID 1259310, 2017; AlphaScreen FBW7–phospho-cyclin E peptide binding, activator screen; F-box/WD repeat-containing protein 7 (Homo sapiens), Q969H0; normalized activity (activation), % at 26.1 µM; in the data active = normalized activity above about 1.9%;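 also: purified mutant Fbw7 with reduced substrate affinity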
# Target sequence (Q969H0 whole entry, looked up): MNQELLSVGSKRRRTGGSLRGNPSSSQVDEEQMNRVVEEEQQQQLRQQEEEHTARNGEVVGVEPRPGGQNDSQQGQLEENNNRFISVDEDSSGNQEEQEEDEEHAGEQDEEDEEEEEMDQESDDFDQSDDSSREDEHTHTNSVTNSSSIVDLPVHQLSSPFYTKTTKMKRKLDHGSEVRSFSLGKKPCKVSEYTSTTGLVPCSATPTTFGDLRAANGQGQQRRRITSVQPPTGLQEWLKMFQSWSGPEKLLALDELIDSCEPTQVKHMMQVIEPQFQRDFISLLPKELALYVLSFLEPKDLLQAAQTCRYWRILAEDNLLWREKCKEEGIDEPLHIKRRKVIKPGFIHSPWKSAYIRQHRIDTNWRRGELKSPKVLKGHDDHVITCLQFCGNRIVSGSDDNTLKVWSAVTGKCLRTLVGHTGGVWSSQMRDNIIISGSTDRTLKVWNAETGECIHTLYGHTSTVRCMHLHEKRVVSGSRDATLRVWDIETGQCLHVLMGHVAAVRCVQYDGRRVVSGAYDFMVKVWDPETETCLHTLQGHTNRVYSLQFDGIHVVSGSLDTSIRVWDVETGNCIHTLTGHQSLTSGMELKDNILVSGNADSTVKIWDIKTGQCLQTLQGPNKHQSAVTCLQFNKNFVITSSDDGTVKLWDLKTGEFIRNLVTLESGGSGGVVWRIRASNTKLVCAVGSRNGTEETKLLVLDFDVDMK
# TEAD-YAP inh: TEAD-YAP interaction inhibition, primary screen, TEAD-YAP interaction inhibitor project, luminescence, HEK-TIYL cells | TEAD-Gal4/YAP UAS-luciferase luminescence | inhibition, % at 9.12 µM | 640,000 compounds, 1.4% hits | AID 1259422, 2018; in the data active = inhibition above about 32%;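 also: 0% = median of test compound wells and 100% = reference inhibitor wells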
# * = called active by the depositor; & = joins results of further samples.
SMILES,GPR151 ag,MITF inh,FBW7 activator,TEAD-YAP inh
O=c1c2ccccc2nc(CNc2ccccc2)n1-c1ccccc1,-0.7,5,-0.1,3
CC(C)=CCC[C@]1(C)C=Cc2c(O)c3c(c(CC=C(C)C)c2O1)O[C@]12C(=CC4C[C@@H]1C(C)(C)O[C@@]2(C/C=C(/C)C(=O)O)C4=O)C3=O,0.9&1.1,6&-5,0.2&-0.1,75*
Cc1ccc2c(c1)c1c3n2CNCC3CCC1 (stereo not given),1.9,14,-0.5,-11
COc1ccccc1-n1c(/C=C/c2ccc(O)c(O)c2)nc2ccccc2c1=O,-0.9,13,1.1,8
CCOC(=O)C1=C(N)OC(C)=C(C(C)=O)C12C(=O)Nc1ccccc12 (stereo not given),1.2,7,0.0,5
O=C(NCCCN1CCOCC1)C(Cl)(Cl)Cl,-1.0,2,-0.1,-5
C=CCN1C(=O)NC(=O)/C(=C\c2ccc(C(=O)O)cc2)C1=O,-0.5,16,0.0,-4
CCOC(=O)C1=C(c2ccccc2)OC(N)=C(C#N)C12C(=O)N(CC(N)=O)c1ccccc12 (stereo not given),0.2,17,-0.2,5
Cc1[nH]c2ccc(O)cc2c1CCN,0.9&0.6,12&14,0.0&0.1,1
Cc1ccc(S(=O)(=O)N(C)[N+](=O)[O-])cc1,-1.7,5,0.0,-1
CNCC(=O)c1ccc2c(c1)OCCO2,0.0,1,-0.1,-13
Cc1cccc(C)c1N1CCN(c2c(C)cccc2C)CC1,-1.0,-5,0.0,9
CNCCc1c[nH]c2ccc(O)cc12,1.1,17,-0.1,1
Cc1ccc(C(=O)COC(=O)Cc2ccccc2)cc1,-0.1,4,0.1,8
Cc1ccc(-n2c(/C=C/c3ccc(Br)cc3)nc3ccccc3c2=O)cc1,-2.2,7,0.0,-8
O=C1CN=C(c2cccc(Cl)c2)c2cc([N+](=O)[O-])ccc2N1,1.1,8,-0.4,-15
Cc1nc2ccccc2c(=O)n1-c1ccc(Cl)cc1,-0.1,14,0.1,-2
COC(NC(=O)c1ccccc1)C(Cl)(Cl)Cl (stereo not given),-0.6,-9,0.3,3
O=C(Cn1c[n+]([N-][N+](=O)[O-])cn1)Nc1ccc(Cl)cc1Cl,-1.3,8,0.0,8
CC(C)(CNc1ccc([N+](=O)[O-])c2cccnc12)CNS(=O)(=O)c1ccc(Cl)cc1,1.0,0,-0.1,7
COC(=O)c1ccc(CN2CCSC2=N)cc1,-1.2,-6,0.1,9
CCOC(=O)C1=C(N)Oc2c(c(=O)oc3ccccc23)C1c1cccc(I)c1 (stereo not given),-0.8,-2,-0.2,0
CSc1ccc(C2N(c3ccccn3)C(=O)C3CCCN32)cc1 (stereo not given),1.5,-5,-0.2,-17
Cc1ccc(C)c(CN2CCN(C)C(CCO)C2)c1 (stereo not given),1.1,2,-0.2,-2
CC1(C)CC(n2[nH]c(=O)c3c2NC(=O)CSC3c2ccc(Cl)cc2)CCO1 (stereo not given),0.6,0,-0.1,5
COc1ccc(CNCCc2ccc(OC)c(OC)c2)c(OC)c1,1.9,16,-0.6,10
O=C1NC(=O)N(Cc2ccco2)C(=O)/C1=C\c1ccc(-c2ccc(Cl)c(C(=O)O)c2)o1,0.0,21,-0.6,1
CN1CCN(Cc2ccc(C(F)(F)F)cc2)CC1CCO (stereo not given),-0.3,-1,0.0,3
CC(=O)OC1(c2ccccc2)CCN(C)C2CCCC21 (stereo not given),0.8,6,0.1,5
CN(C)c1ccc(/C=C2/C(=O)NC(=O)N(c3ccccc3O)C2=O)cc1,0.4,-3,-0.1,0
NC(=NCCCC(NC(=O)CNC(=O)c1ccccc1)C(=O)O)N[N+](=O)[O-] (stereo not given),2.0,11,1.1,1
COc1ccc(-n2c(/C=C/c3cc(Br)ccc3O)nc3ccccc3c2=O)cc1,1.1,7,-0.3,-1
O=c1c2ccccc2nc(/C=C/c2ccc([N+](=O)[O-])o2)n1-c1ccccc1Cl,-1.8,2,0.0,11
CCCN(CCC)[C@@H]1CCc2ccc(O)cc2C1,-1.6,22,0.3,16
S=C(c1ccc(Br)cc1)N1CCOCC1,0.5,2,0.0,-1
O=C(C(Cc1ccccc1)NS(=O)(=O)c1ccc(F)cc1)N1CCC2(CC1)OCCO2 (stereo not given),-0.6,6,0.0,3
CCOC(=O)c1c(C)n(Cc2ccccc2)c2ccc(OC)cc12,-0.5,8,0.1,-5
CSc1cc(C)c2c(c1)COC1(CCN(C(=O)c3ccco3)CC1)O2,-1.2,-12,0.0,3
O=C(CN1CCCCC1)c1ccccc1F,-1.7,-7,-0.2,-4
Cc1ccc(-n2c(/C=C/c3ccc(F)cc3)nc3ccc(Br)cc3c2=O)cc1,-1.8,3,0.1,-3
O=[N+]([O-])c1ccccc1C[N+]12CCC(CC1)C(C(O)(c1ccccc1)c1ccccc1)C2 (stereo not given),-1.0,-8,0.3,1
CNc1nc(N2CCN(C)CC2)nc(N)c1[N+](=O)[O-],-0.9,8,0.2,4
O=[N+]([O-])c1ccc(N(CCO)CCO)c2nonc12,0.4,1,0.0,13
COc1ccc2nc3oc(C(=O)N4CCC5(CC4)OCCO5)cc3cc2c1,0.1,-16,-0.4,-26
O=C1NC(=O)C2(C(=O)N1)C(c1ccc(Cl)cc1)NC(=S)NC2c1ccc(Cl)cc1 (stereo not given),-0.8,-8,-0.2,6
CO[C@@H]1C(O)[C@H](O[C@H]2CC[C@@]3(C=O)[C@H](CC[C@@H]4[C@@H]3CC[C@]3(C)[C@@H](C5=CC(=O)OC5)CC[C@]43O)C2)OC(C)[C@@H]1O (stereo not given in full),-0.8,-4,-0.1,101*
CN1CCN(C(=O)COc2ccc([N+](=O)[O-])cc2)CC1,1.9,44,0.1,9
CSc1ccc2nc(NC(=O)c3ccn(C(C)C)n3)sc2c1,4.1,-7,-0.1,-27
O=c1c2ccccc2nc(CSc2ncnc3nc[nH]c23)n1-c1ccc(Cl)c(Cl)c1,1.3,17,0.1,-8
O=C1NC(=O)N(c2cccc3ccccc23)C(=O)/C1=C\c1ccccc1,-0.1,12,0.1,-8
C[C@H]1CN(C2CCC(C#N)(c3ccc(F)cc3)CC2)CC[C@@]1(C(=O)O)c1ccccc1 (stereo not given in full),2.6&3.2,0&-21,-0.1&0.0,9
O=C1CCN(C(=O)c2ccc(Cl)c(Cl)c2)CC1,-0.9,11,0.0,9
CN(C)C(=O)Oc1ccc(Br)c2ccccc12,-0.1,-2,0.1,-3
CN1CCN(c2ccccc2[N+](=O)[O-])CC1,-0.5,4,-0.1,-1
NC1=C(c2nc(-c3ccccc3)cs2)C(c2ccccc2)c2c(c3ccccc3oc2=O)O1 (stereo not given),-0.7,-6,-0.2,-4
CCOP(=S)(OCC)SCC(=O)NC(C(=O)O)C(C)C (stereo not given),-0.5,15,0.2,9
COCCOC(=O)C1=C(N)OC(C)=C(C(=O)OC(C)C)C12C(=O)Nc1ccccc12 (stereo not given),-0.1,9,0.0,-1
CCC1(CC)C(=O)NC(=NCc2ccc(OC)cc2)N(C)C1=O,0.5,5,-0.1,0
CCCN1CCN(C(=O)Cc2c(C(=O)O)[nH]c3ccccc23)CC1,0.3,9,-0.1,6
N#Cc1ccc(NC(=O)COC(=O)CN2C(=O)c3ccccc3C2=O)cc1Cl,2.0,-6,0.0,10
# Continued.
SMILES,GPR151 ag,MITF inh,FBW7 activator,TEAD-YAP inh
OC1C2CCN(c3ccccc32)C1Cc1ccccc1 (stereo not given),-0.4,0,0.0,-4
Clc1ccc(CN2CCOCC2)cn1,0.8,6,0.0,2
Cc1n[n+]2c3c(cnc2s1)CC/C3=C/c1ccc([N+](=O)[O-])cc1,-0.2,12,-0.1,10
CCN(CC)CCN(C(=O)Cc1ccc2c(c1)OCO2)c1nc2c(F)cc(F)cc2s1,-0.3,-8,0.1,-13
CCc1nc2ccccc2c(=O)n1-c1ccccc1,-1.8,11,0.0,2
OC1C2CCC1C(N1CCCC1)CC2 (stereo not given),0.0,11,0.0,-5
COC(=O)c1cc(C(O)(C(=O)OC)C(F)(F)F)c(/N=C/N(C)C)s1 (stereo not given),1.4,-9,-0.1,-3
CC(=O)c1ccc(N2CCN(Cc3ccc(F)c(F)c3)CC2)cc1,2.5,45,0.0,-8
CC(=O)N1CCN(Cc2ccc3c(c2)CN(C(=O)C2C(C)(C)C2(C)C)CCO3)CC1,1.5,2,0.3,-7
COc1ccc(OC)c(N2C(=O)NC(=O)/C(=C\c3ccc([N+](=O)[O-])s3)C2=O)c1,-0.1,-4,0.0,8
CC(C)CN1CCN(Cc2ccc(C(C)C)cc2)CC1CCO (stereo not given),4.2,-1,0.0,-2
COc1ccccc1OCC#CCN1CCCC1,-0.5,44,0.1,-5
COc1ccc(CNCCc2c(C)[nH]c3ccccc23)c(OC)c1C,0.6,27,-0.2,-11
O=C(CNC(=O)c1cccc(Cl)c1)Nc1ccc(Br)cc1C(=O)c1ccccc1,0.9,-8,0.1,-14
Cc1cccc(CN2CCN(Cc3ccccc3[N+](=O)[O-])CC2)c1,3.9,64*,-0.3,-4
O=C(NC1(C(F)(F)F)Oc2ccccc2O1)N1CCC2(CC1)OCCO2,0.0,7,0.1,-1
Cc1cc(OCc2c(F)cccc2Cl)c2c3c(c(=O)oc2c1)CCCC3,-2.5,10,-0.1,-7
O=C(NC1CCC(O)CC1)c1ccc(CN2CC=C(c3ccc(F)cc3)CC2)[nH]c1=O (stereo not given),0.1,12,0.1,-2
CCCCn1c(=O)c(C(=O)Nc2ccccc2)c(O)c2ccccc21,-0.7,4,0.1,1
COC(=O)C(O)(c1c(C)[nH]n(-c2ccccc2)c1=O)C(F)(F)F (stereo not given),1.3,-5,-0.1,6
CC1(C)C(=O)[C@@H]2O[C@@H]2[C@@]2(C)C1C[C@@H](O)[C@]1(C)C2CC[C@@]2(C)[C@H](c3ccoc3)OC(=O)C3OC321 (stereo not given in full),0.5,1,0.1,-7
O=C1NC(=O)C(CCc2ccncc2)(CCc2ccncc2)C(=O)N1Cc1ccc(F)cc1,1.0,10,0.2,-5
O=C(Cn1ccc2ccccc21)N1CC2CC(C1)c1cccc(=O)n1C2 (stereo not given),-0.4,9,0.3,6
Cc1ccc(S(=O)(=O)N2CC3CC(C2)c2cccc(=O)n2C3)cc1 (stereo not given),0.1,2,0.0,-2
Cc1[nH]c2ccccc2c1CCCNC1CCCCC1,-0.1,-10,-0.1,7
O=C(Nc1ccccc1C(F)(F)F)N1CCC2(CC1)OCCO2,0.8,-10,-0.1,1
OC1(c2cccc(F)c2)CC2CCC(C1)N2Cc1nnnn1CCc1ccccc1 (stereo not given),2.9,11,-0.1,1
Cc1ccc(C2(O)CN3CCC2CC3)cc1 (stereo not given),0.8,-2,0.0,4
CCC(C)N1CCN(Cc2cccc(OC)c2OC)CC1 (stereo not given),-0.1,78*,0.4,-13
O=C(Nc1ccc(Cl)cc1C(=O)c1ccccc1)c1ccc(F)c(F)c1,1.8,7,0.0,-4
O=C1c2ccccc2C(=O)C1C(=O)C(c1ccccc1)c1ccccc1,3.5,-7,0.0,-8
COc1cc(CNCCc2ccc3c(c2)OCO3)cc(OC)c1OC,-2.3,17,0.0,-2
CCc1ccc(NC(=O)CCc2nc(C3=CCN(C)CC3)no2)cc1,-1.5,65*,0.5,6
N#CC1=C(N)Oc2c(c(=O)oc3ccccc23)C1c1cc([N+](=O)[O-])cs1 (stereo not given),-0.4,7,0.2,1
C1=CC2c3ccccc3NC(c3cccnc3)C2C1 (stereo not given),-0.7,17,0.5,3

# Ordered by formula weight (highest first): some entries from above
SMILES,GPR151 ag,MITF inh,FBW7 activator,TEAD-YAP inh
CC1(C)C(=O)[C@@H]2O[C@@H]2[C@@]2(C)C1C[C@@H](O)[C@]1(C)C2CC[C@@]2(C)[C@H](c3ccoc3)OC(=O)C3OC321 (stereo not given in full),0.5,1,0.1,-7
O=C1NC(=O)C(CCc2ccncc2)(CCc2ccncc2)C(=O)N1Cc1ccc(F)cc1,1.0,10,0.2,-5
O=C(NC1CCC(O)CC1)c1ccc(CN2CC=C(c3ccc(F)cc3)CC2)[nH]c1=O (stereo not given),0.1,12,0.1,-2
OC1(c2cccc(F)c2)CC2CCC(C1)N2Cc1nnnn1CCc1ccccc1 (stereo not given),2.9,11,-0.1,1
O=C(Nc1ccc(Cl)cc1C(=O)c1ccccc1)c1ccc(F)c(F)c1,1.8,7,0.0,-4
N#CC1=C(N)Oc2c(c(=O)oc3ccccc23)C1c1cc([N+](=O)[O-])cs1 (stereo not given),-0.4,7,0.2,1
O=C(Cn1ccc2ccccc21)N1CC2CC(C1)c1cccc(=O)n1C2 (stereo not given),-0.4,9,0.3,6
COc1cc(CNCCc2ccc3c(c2)OCO3)cc(OC)c1OC,-2.3,17,0.0,-2
Cc1ccc(S(=O)(=O)N2CC3CC(C2)c2cccc(=O)n2C3)cc1 (stereo not given),0.1,2,0.0,-2
O=C1c2ccccc2C(=O)C1C(=O)C(c1ccccc1)c1ccccc1,3.5,-7,0.0,-8
O=C(Nc1ccccc1C(F)(F)F)N1CCC2(CC1)OCCO2,0.8,-10,-0.1,1
CCC(C)N1CCN(Cc2cccc(OC)c2OC)CC1 (stereo not given),-0.1,78*,0.4,-13
Cc1[nH]c2ccccc2c1CCCNC1CCCCC1,-0.1,-10,-0.1,7
C1=CC2c3ccccc3NC(c3cccnc3)C2C1 (stereo not given),-0.7,17,0.5,3
Cc1ccc(C2(O)CN3CCC2CC3)cc1 (stereo not given),0.8,-2,0.0,4

# An excerpt; the hit share may differ from the screen's.
